Nrf2 inh = inhibitors of Nrf2 signaling. A549 ARE-Fluc reporter, luciferase luminescence, 18-24 h. Potency, µM (series often up to 46 µM), for inactives: at the top dose activity change, negative = inhibition, actives largely listed as inhibitors. 360,000 compounds, 2.1% hits. AID 504444; note: potency is the fitted concentration of half-maximal effect; % is set by controls: 0 for no effect and ±100 for the full control effect; nearly all actives have a fitted effect of over 60% in size
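Reporter: ARE-Fluc in A549. Exposure: 18-24 h, 37 °C, 5% CO2, 5% FBS OPTI-MEM. Readouts: fluorescent cytotoxicity (CellTiter-Fluor), then luminescent Nrf2 signal after BugLite.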
S2 tox = cell viability loss in ATXN counter-screen | Potency, µM (series often up to 56.7 µM), most hits filed as cytotoxic | 400,000 compounds, 0.49% hits | S2 cells (HEK-293 line with an ATXN2-luciferase reporter) viability, CellTiter-Fluor protease fluorescence, 24 h; note: potency is the fitted concentration of half-maximal effect; nearly all actives have a fitted effect of over 40% in size
HepG2 tox = counter-screen for TGF-b inhibitors: cytotoxicity in HepG2 cells. HepG2 CAGA-GFP viability, ATP luminescence, 18 h. Potency, µM (series often up to 46.1 µM), for inactives: at the top dose activity change, negative = cytotoxicity, usual class: cytotoxic. 410,000 compounds, 0.76% hits. AID 588856; note: potency is the fitted concentration of half-maximal effect; some results filed as inactive show a strong effect at the top dose
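CellTiter-Glo luminescence gave cytotoxicity after 18 hours at 37 degrees C. The cells were HepG2 CAGA-GFP in 1% FBS DMEM, stimulated with 500 pg/mL TGF-beta after compound addition. %Activity was normalised to no-cell wells (complete cell-killing) and DMSO (no toxicity), and curves were fitted and classified.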
A549 viability = A549 cytotoxicity, counter-screen for Nrf2 inhibitors; A549 ARE-Fluc cells, CellTiter-Fluor viability, 18-24 h; Potency, µM (doses to about 46 µM), inactives show at the highest dose activity change, negative = cytotoxicity, usual class: inhibitors; 390,000 compounds, 0.16% hits; note: potency is the fitted concentration of half-maximal effect; % is set by controls: 0 for no effect and ±100 for the full control effect
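A549 ARE_Fluc cells in 5% FBS OPTI-MEM were exposed to compounds in concentration-response for 18-24 h at 37 deg C. Viability was read by CellTiter-Fluor fluorescence (Ex 405/Em 525) after 30 min, before the luciferase read.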
MCF10A rereplic = inducers of DNA re-replication in MCF 10A breast cells | 350,000 compounds, 2.9% hits | MCF 10A DNA re-replication, Hoechst nuclear intensity, 48 h | Potency, µM (series often up to 46.1 µM), without a hit: at the top dose activity, positive = re-replication, hits mostly activators | AID 624296; note: potency is the fitted concentration of half-maximal effect; % of control where 0% means no effect; nearly all actives have a fitted effect of over 50% in size
IL-1B inflam inh = inhibitors of inflammasome signaling (IL-1 beta secretion); 360,000 compounds, 4.7% hits; activity change, % at 57.5 µM; THP-1 LPS/ATP IL-1B secretion, AlphaLISA, 16 h; active compounds read low; in the data active = activity change below about -50%; inconclusive = mostly about -30% to -49%; note: % is set by controls: 0 for no effect and ±100 for the full control effect
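THP-1 cells pretreated 1 hr with compounds (up to 57.5 uM final), then stimulated with LPS (250 ng/mL final) plus ATP (1.25 mM final); secreted IL-1B measured by AlphaLISA after 16 hr, decreased signal indicating inhibition.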
Nrf2 activator = activates Nrf2 signaling; 410,000 compounds, 0.31% hits; AREc32 ARE-luciferase reporter (MCF7-derived line), luminescence, 24 h; Potency, µM (highest dose often 46.1 µM), inactives show at the top dose activation, hits mostly activators; note: potency is the fitted concentration of half-maximal effect; % of control where 0% means no effect; nearly all actives have a fitted effect of over 65% in size
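ARE-driven firefly luciferase activity in AREc32 cells measured after a 24 hr compound exposure at 37 deg C, using Steady-Glo reagent and a 30 min room-temperature hold.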
ATXN2 expr inh = reduces ATXN2 reporter expression in HEK-293 cells; 360,000 compounds, 0.72% hits; Potency, µM (highest dose often 57 µM), inactives show top-dose activity change, negative = inhibition, most hits filed as inhibitors; HEK-293 ATXN2-luciferase reporter, luminescence, 24 h; note: potency is the fitted concentration of half-maximal effect; % is set by controls: 0 for no effect and ±100 for the full control effect; nearly all actives have a fitted effect of over 55% in size
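qHTS (up to 57 uM final) was run with 24 h compound exposure of reporter cells at 37 °C. Each well was multiplexed: SteadyGlo luminescence measured ATXN2-luciferase expression after a fluorogenic Gly-Phe-AFC viability readout (25 uM final).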
TGFb SMAD3 inh = TGF-b pathway inhibition; HepG2 CAGA-GFP TGF-b/SMAD3 reporter, GFP fluorescence, 18 h; TGF-beta stimulated, 500 pg/mL final; Potency, µM (top dose mostly 46.1 µM), for the others: at the highest dose activity, negative = inhibition, most hits filed as inhibitors; 410,000 compounds, 1.2% hits; AID 588855; note: potency is the fitted concentration of half-maximal effect; % is set by controls: 0 for no effect and ±100 for the full control effect; nearly all actives have a fitted effect of over 65% in size
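GFP signal (ex488/em500-530) from TGF-beta-stimulated HEPG2 CAGA-GFP cells, 500 pg/mL final, 18 h at 37 degrees C in DMEM plus 1% FBS, normalized to unstimulated and DMSO-stimulated controls.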
* marks the source's active call; other numbers are inactive results; i = inactive; ? = inconclusive; nt = no result given; [ ] = another dose, or the depositor's remark. Unless noted, calls come from the whole dose curve; as a rule, active = well fitted curve in the direction sought with a large enough effect; inconclusive = small, poorly fitted or top-dose-only effect, or another doubt; inactive = no such curve, though single readings can be large; an effect the other way counts as inactive or inconclusive.

SMILES | Nrf2 inh | S2 tox | HepG2 tox | A549 viability | MCF10A rereplic | IL-1B inflam inh | Nrf2 activator | ATXN2 expr inh | TGFb SMAD3 inh
COc1cccc(N2CCN(C(=O)c3ccc(CS(=O)Cc4ccccc4Cl)o3)CC2)c1 (stereo not given) | ? | i | -13% | 0% | 24% | -16 | -0.6% | -17% | -10%
O=C(O)c1cc(-c2ccc(-c3ccc(F)cc3)o2)nc2ccccc12 | ? | nt | 4% | 6% | ? | 20 | 3.1% | 12% | -18%
CSc1cccc(NC(=S)NC(=O)CCc2ccccc2)c1 | 5% | i | -18% | 1% | 16µM* | 42 | 0.3% | 21% | ?
CCc1ccc(-c2ccc3nnc(SCC(=O)Nc4cccc(C(C)=O)c4)n3n2)cc1 | nt | nt | -6% | -5% | nt | nt | -0.9% | nt | 0%
Cc1cccc(C(=O)N2CCNC(=O)C2CC(=O)Nc2cccc(Cl)c2)c1 (stereo not given) | -10% | i | -5% | 0% | 1% | ? | -0.5% | -2% | 2%
Cc1ccc(-n2[nH]c(C)c(C=Nc3ccc(S(=O)(=O)Nc4nccs4)cc3)c2=O)cc1C | 15% | i | -85% | -2% | 0% | 23 | -0.5% | 10% | 9%
COc1ccc(-c2csc(-c3[nH]cnc3N)n2)cc1 | 13% | ? | 2% | 1% | -11% | -2 | -0.1% | 16% | -2%
CC(C)N(C(=O)CSc1ncnc2sc(-c3ccccc3)cc12)C(C)C | 6% | i | -2% | -9% | 21% | 7 | -0.4% | 18% | -27%
Cn1cc(Br)c(C(=O)NC2CCCCC2)n1 | nt | i | 12% | -1% | 0% | -1 | 1.5% | 19% | -9%
O=[N+]([O-])c1cc(C=NN2CCCCCC2)ccc1Cl | ? | i | -25% | -8% | 1% | ? | 6.8% | 26% | 1%
CCOC(=O)c1c(C)oc2c1c(C(c1ccncc1)N1CCOCC1)c(O)c1ccccc12 (stereo not given) | 0% | ? | -9% | -5% | ? | -25 | ? | 51%[activator] | -28%
CCn1c(SCC(=O)Nc2cc(C)on2)nc2sc3c(c2c1=O)CCCC3 | -42% | nt | -29% | -15% | ? | 29 | 3.1% | ? | -19%
CC1CCCN(c2ccc(F)cc2N)C1 (stereo not given) | 1% | i | 0% | 1% | -1% | 0 | -0.4% | nt | 0%
CCN(CC)C(=O)N1CCC(NC(=O)c2ccc(C(C)(C)C)cc2)CC1 | ? | i | -10% | -9% | 9% | 0 | -0.2% | -34% | -6%
CC(NC(=O)c1ccc(Cl)cc1)C(=O)NC1=NCCS1 (stereo not given) | 5% | i | -1% | -4% | 17% | 34 | -0.9% | 11% | 0%
O=C(COC(=O)c1cc([N+](=O)[O-])ccc1NCCO)Nc1cccnc1Cl | 0% | i | 4% | ? | -9% | 10 | 7.3% | 1% | -3%
O=C1CSc2ccccc2N1 | 9% | i | -37% | 4% | 9% | 16 | 0.1% | -6% | 22%
O=C(CCc1ccc(S(=O)(=O)N2CCOCC2)cc1)N/N=C/c1ccc(F)cc1F | ? | i | -19% | 0% | 10% | 6 | 0.9% | -21% | -23%
CCOc1ccccc1NC(=O)Cn1c(=O)oc2cc(S(=O)(=O)NCc3ccccc3)ccc21 | nt | nt | -8% | 1% | nt | nt | 0.8% | nt | 0%
CC1(C)Cc2nc3sc4c(SCC(=O)NCc5ccco5)ncnc4c3cc2CO1 | nt | ? | -2% | ? | 3.3µM* | 0 | 21% | 3% | 0%
O=C(CSc1nc2ccccc2s1)Nc1cc(S(=O)(=O)N2CCOCC2)ccc1Cl | -4% | i | -8% | 11% | 8% | -1 | 0.8% | -1% | 0%
CCOC(=O)CCSc1nc2c(c(C(F)(F)F)c1C#N)CCC2 | -10% | i | -9% | -9% | 21% | 12 | 0.0% | -2% | 2%
CN(Cc1ccon1)Cc1cn(Cc2ccccc2)nc1-c1ccc2c(c1)OCO2 | ? | i | -11% | 13% | 2% | -11 | -0.4% | nt | 1%
N#C/C(=C/c1ccc(C(=O)O)cc1)C(=O)Nc1ccccc1 | 5% | i | -19% | 0% | 30% | 0 | 0.7% | -20% | 0%
Cc1cccc(OCC(=O)N/N=C2/SCC(=O)N2Cc2ccco2)c1 | -22% | i | -3% | -3% | -2% | 6 | 1.2% | 16% | -4%
CCCN(C(=O)Cc1nc(N)n[nH]1)C1(C(=O)Nc2c(C)cccc2C)CCCCC1 | 4% | i | -2% | 6% | -180%[0.0737 µM] | -4 | 0.5% | 4% | -5%
CCOC(=O)c1c(C)[nH]c(C(=O)COC(=O)C2(C)CC2(Cl)Cl)c1C (stereo not given) | 14% | i | 5% | -1% | 7% | ? | 2.5% | 30% | 1%
CN(CC(=O)N1CCc2ccccc2C1)c1ccccc1 | 7% | i | 1% | -7% | 4% | -5 | 0.9% | 6% | 0%
Cc1nnc(NC(=O)CSc2n[nH]c(-c3ccccc3)n2)s1 | 4% | i | -16% | 3% | ? | 22 | 3.2% | -4% | 0%
CCN(CC)C(=O)C1=C(C)N(Cc2ccc(C(C)(C)C)cc2)C(=O)C(CC(=O)NC2CCCCC2)C1 (stereo not given) | nt | ? | -23% | nt | nt | -26 | 5.5% | -24% | -23%
O=C1NCCCCC1NS(=O)(=O)c1cccc2ccccc12 (stereo not given) | -1% | i | 3% | 1% | 3% | -3 | 0.2% | 7% | 0%
C=CCN(c1ccc(C(=O)Nc2cc(C)cc(C)c2)cc1)S(C)(=O)=O | -18% | i | -43% | 0% | 15% | -6 | 2.4% | 6% | 2%
COc1ccc(NC(=O)C2C3CC/C=C\CCC32)cc1 (stereo not given) | 6% | ? | 17% | -9% | ? | -8 | 2.6% | 2% | -21%
CCNC(=S)N1CCN(C(=O)c2ccco2)CC1 | nt | i | -2% | 14% | ? | 11 | -0.3% | 9% | 12%
O=C1C2C3C=CC(CC3)C2C(=O)N1c1ccc2c(c1)OCO2 (stereo not given) | 16% | i | -20% | 1% | -3% | 5 | 0.1% | 5% | -20%
NC(=O)c1c(N)sc2c1CCCC2 | 3% | i | 12% | -2% | -7% | 23 | 3.1% | 5% | -1%
Cn1c2c(c(=O)n(C)c1=O)CS(=O)c1ccccc1N2 (stereo not given) | nt | i | 4% | nt | nt | 33 | 2.3% | 18% | -13%
Cc1ccc(OCc2cc(C(=O)N3CCN(c4ccccc4)CC3)no2)cc1C | ? | i | -24% | -1% | -3% | i | 4.1% | 68%[activator] | -17%
CCc1ccc(NC2Nc3cc(C)nn3S2)cc1 (stereo not given) | ? | ? | -20% | -12% | 1% | 2 | 2.5% | 60%[activator] | -1%
CCOC(=O)[C@@H]1[C@H]2COc3ccccc3[C@H]2N2C(=O)N(c3ccc(Br)cc3)C(=O)[C@]12C | -14% | ? | -7% | -8% | 0% | -1 | 0.0% | -9% | -8%
COc1ccc(N(Cc2cccs2)C(=O)c2ccc(OC)c(Cl)c2)cc1 | ? | nt | -25% | -8% | nt | nt | 1.5% | nt | 0%
CCN(CC)C(=O)c1cc([N+](=O)[O-])cc2c1-c1ccc([N+](=O)[O-])cc1C2=C(C#N)C#N | -10% | i | -29% | -13% | 6% | -16 | 12% | -17% | ?
COc1ccccc1CNC(=O)CN1C(=O)NC2(CCC(C)CC2)C1=O (stereo not given) | 14% | i | 2% | 2% | -30% | -8 | -0.4% | 3% | 17%
O=C(Nc1ccc(N2CCCCC2)cc1)c1ccc(F)cc1 | ? | i | 1% | -8% | 5% | ? | 2.1% | 21% | 13%
O=[N+]([O-])c1cccc(/C([O-])=C(/C(=S)Nc2cccc3ccccc23)[n+]2ccccc2)c1 | 21% | i | -8% | 0% | -3% | 15 | 5.0% | 3% | -18%
CC(Sc1nc(N2CCOCC2)nc(N2CCOCC2)n1)C(=O)Nc1ccccc1 (stereo not given) | -12% | i | 0% | -7% | 0% | 19 | 2.2% | 3% | -15%
O=C(O)C1C2C=CC(O2)C1C(=O)Nc1cccc(C(F)(F)F)c1 (stereo not given) | 1% | i | 2% | 17% | 9% | 2 | -0.7% | 5% | -3%
Cc1ccc(-c2cc3nn(-c4ccccc4)c(N)c3c(=O)o2)cc1 | -20% | i | -15% | -4% | 16% | -56* | 5.3% | 22% | 1%

An excerpt of these results, field by field:
O=C(Nc1ccc(N2CCCCC2)cc1)c1ccc(F)cc1
  Nrf2 inh: ?
  S2 tox: i
  HepG2 tox: 1%
  A549 viability: -8%
  MCF10A rereplic: 5%
  IL-1B inflam inh: ?
  Nrf2 activator: 2.1%
  ATXN2 expr inh: 21%
  TGFb SMAD3 inh: 13%

O=[N+]([O-])c1cc(C=NN2CCCCCC2)ccc1Cl
  Nrf2 inh: ?
  S2 tox: i
  HepG2 tox: -25%
  A549 viability: -8%
  MCF10A rereplic: 1%
  IL-1B inflam inh: ?
  Nrf2 activator: 6.8%
  ATXN2 expr inh: 26%
  TGFb SMAD3 inh: 1%

CC(Sc1nc(N2CCOCC2)nc(N2CCOCC2)n1)C(=O)Nc1ccccc1 (stereo not given)
  Nrf2 inh: -12%
  S2 tox: i
  HepG2 tox: 0%
  A549 viability: -7%
  MCF10A rereplic: 0%
  IL-1B inflam inh: 19
  Nrf2 activator: 2.2%
  ATXN2 expr inh: 3%
  TGFb SMAD3 inh: -15%

Complete entries from above. Screens in order: Nrf2 inh	S2 tox	HepG2 tox	A549 viability	MCF10A rereplic	IL-1B inflam inh	Nrf2 activator	ATXN2 expr inh	TGFb SMAD3 inh
Results for Cc1ccc(-c2cc3nn(-c4ccccc4)c(N)c3c(=O)o2)cc1 = -20%	i	-15%	-4%	16%	-56*	5.3%	22%	1%
Results for CCNC(=S)N1CCN(C(=O)c2ccco2)CC1 = nt	i	-2%	14%	?	11	-0.3%	9%	12%
Results for COc1ccc(N(Cc2cccs2)C(=O)c2ccc(OC)c(Cl)c2)cc1 = ?	nt	-25%	-8%	nt	nt	1.5%	nt	0%
Results for CCc1ccc(NC2Nc3cc(C)nn3S2)cc1 (stereo not given) = ?	?	-20%	-12%	1%	2	2.5%	60%[activator]	-1%

Source: PubChem BioAssay (National Center for Advancing Translational Sciences (NCATS))
